sgs1 mgt1: NCI yeast anticancer drug screen, S. cerevisiae sgs1 mgt1 strain | hit rate 10% among 78,000 | growth inhibition, % at 50 µM | AID 161;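 also: 0% = growth of vehicle-only cultures of the same strain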
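Yeast cells carrying a defined DNA-repair defect were exposed to test compounds. Growth inhibition was measured relative to vehicle-treated controls.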
mlh1 rad18: NCI yeast anticancer drug screen, S. cerevisiae mlh1 rad18 strain. growth inhibition, % at 50 µM. hit rate 11% among 79,000. AID 175;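 also: 0% = growth of vehicle-only cultures of the same strain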
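Compound-treated yeast growth, normalised to vehicle controls. Strain bears defined DNA repair mutations.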
rad50: NCI yeast anticancer drug screen, S. cerevisiae rad50 strain | % growth inhibition at 50 µM | hit rate 10% among 79,000 | AID 155;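 also: 0% = growth of vehicle-only cultures of the same strain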
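Relative growth inhibition (compound vs vehicle) was measured in yeast with a defined repair-gene alteration.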
cln2 rad14: NCI yeast anticancer drug screen, S. cerevisiae cln2 rad14 strain. growth inhibition, % at 50 µM. hit rate 8.3% among 78,000. AID 165;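 also: 0% = growth of vehicle-only cultures of the same strain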
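Relative to vehicle controls, growth inhibition of compound-treated cln2 rad14 yeast was recorded.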
yeast bub3: NCI yeast anticancer drug screen, S. cerevisiae bub3 mutant strain. hit rate 9.9% among 78,000. growth inhibition, % at 50 µM;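 also: 0% = growth of vehicle-only cultures of the same strain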
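Screening used yeast with an engineered genetic alteration affecting cell cycle control. Compound-exposed cultures were compared with vehicle cultures, and reduced growth was taken as inhibition.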
mec2-1: NCI yeast anticancer drug screen, S. cerevisiae mec2-1 strain | growth inhibition, % at 50 µM | hit rate 9% among 79,000;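 also: 0% = growth of vehicle-only cultures of the same strain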
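Test agents were screened against the mec2-1 yeast strain, with defined DNA repair or cell cycle alteration. Growth was scored as inhibition against vehicle-only controls.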
An asterisk follows results filed as active. Rule as the data show it: active = growth inhibition above about 70%; inactive = the rest. A portion of the library; count on the stated rates, not on these rows.

SMILES	sgs1 mgt1	mlh1 rad18	rad50	cln2 rad14	yeast bub3	mec2-1
CC(=O)Nc1ccc(C(=O)O)cc1 (tested in a mixture with another compound)	-17	-8	-26	4	-46	-44
CC(=O)C1=C(O)C2C3c4c[nH]c5cccc(c45)CC3C(C)(C)N2C1=O (centres undefined)	24	22	23	-13	15	-11
[Na+]	-23	-2	-7	-3	-4	-6
N#CS.[Ag]	75*	89*	61	33	90*	92*

Random excerpt: two entries already listed.
SMILES	sgs1 mgt1	mlh1 rad18	rad50	cln2 rad14	yeast bub3	mec2-1
N#CS.[Ag]	75*	89*	61	33	90*	92*
[Na+]	-23	-2	-7	-3	-4	-6

Two consecutive records already listed, quoted:
SMILES	sgs1 mgt1	mlh1 rad18	rad50	cln2 rad14	yeast bub3	mec2-1
CC(=O)Nc1ccc(C(=O)O)cc1 (tested in a mixture with another compound)	-17	-8	-26	4	-46	-44
CC(=O)C1=C(O)C2C3c4c[nH]c5cccc(c45)CC3C(C)(C)N2C1=O (centres undefined)	24	22	23	-13	15	-11

Source: PubChem BioAssay (NCI)
